Source: PubChem BioAssay (several laboratories)
IDE cell activ: boosts human insulin-degrading enzyme activity in HEK cells. activation, % at 5.96 µM. FAbeta-B cleavage, fluorescence polarization; 0% vehicle, 100% cell-free pure enzyme wells. P14735. actives 0.073% (n = 340,000);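 active = activation above the mean of all tested compounds plus 3 SD, set per screening campaign, cut at about 17% in these data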
VIM-2 inh: inhibitors of Pseudomonas aeruginosa VIM-2 metallo-beta-lactamase. purified VIM-2, nitrocefin hydrolysis, epi-absorbance fluorescence. inhibition, % at 5.6 µM. actives 0.89% (n = 290,000);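 active = inhibition above the mean of all tested compounds plus 3 SD, cutoff set per screening run, cut at about 7.5% in these data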;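 also: red hydrolysis product quenches plate fluorescence so inhibitors raise well fluorescence; 0% = enzyme with DMSO and 100% = DMSO without enzyme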
PfM18AAP inh: PfM18AAP enzyme inhibition; recombinant PfM18AAP, H-Glu-NHMec fluorogenic cleavage; inhibition, % at 7.35 µM; actives 1.2% (n = 290,000); AID 1822;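 active = inhibition above the campaign mean inhibition over all tested compounds plus 3 SD, cut at about 28% in these data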;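 also: 0% = plate median of test compound wells and 100% = 2 mM ZnCl2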
IMP-1 inh: blocks Pseudomonas aeruginosa IMP-1 metallo-beta-lactamase; actives 0.45% (n = 290,000); purified IMP-1, nitrocefin hydrolysis, epi-absorbance fluorescence; AID 1556; inhibition, % at 5.6 µM;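 active = inhibition above the mean plus 3 SD of all compounds in the same screening run, cut at about 4.5% in these data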;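 also: 0% = IMP-1 with DMSO and 100% = DMSO wells lacking enzyme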
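assay system = purified recombinant IMP-1 metallo-beta-lactamase enzyme | schedule = 15 min preincubation plus 25 min reaction at 25 °C | signal = Epi-absorbance fluorescence, 480 nm excitation, 530 nm emission | read-out basis = percent inhibition from optical density relative to buffer-blank wells | controls = IMP-1 with DMSO as 0%, enzyme-free DMSO as 100%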
FID counter: displaces DNA intercalator in HCV helicase counter-screen. DNA fluorescent intercalator displacement, fluorescence. inhibition, % at 7.9 µM. actives 0.17% (n = 290,000); in the data active = inhibition above about 37%;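 also: 0% = vehicle and 100% = reference compound; higher means more ethidium bromide displaced from hairpin DNA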
p-CIP stab down: compounds decreasing mouse p/CIP protein stability; F442A p/CIP-EGFP cells, EGFP fluorescence, 16 h; decrease of EGFP signal, % at 10 µM; AID 1984; Q05BA5; actives 0.01% (n = 290,000);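 active = EGFP signal decrease of at least 30% at 10 µM or well 3 SD below plate mean, unless failing retest; inactive = the rest, including hits failing retest or dose response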; also: some compounds called inactive have numbers as strong as hits; many of its hits are not listed in these tables
IDE cell inh: inhibits human insulin-degrading enzyme in HEK cells | P14735 | AID 434962 | inhibition, % at 5.59 µM | actives 0.41% (n = 320,000) | FAbetaB cleavage, fluorescence polarization;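 active = percent inhibition above the average of all tested compounds plus 3 SD, set per screening campaign, cut at about 16% in these data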;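 also: IDE supplied by intact live HEK cells; FP after avidin binding of uncleaved biotin substrate so inhibition keeps polarization high; 0% = DMSO wells and 100% = 60 µM reference IDE inhibitor Ii1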
SUMO HTRF inh: blocks human SUMOylation mediated by UBC9; P63279; HTRF SUMOylation assay, SAE1/SAE2 + UBC9, in vitro; inhibition, % at 35 µM; actives 0.36% (n = 290,000); in the data active = inhibition above about 50%, passing the limit was not always enough; also: strong numbers were not always called active
Target sequence (P63279 whole entry, looked up): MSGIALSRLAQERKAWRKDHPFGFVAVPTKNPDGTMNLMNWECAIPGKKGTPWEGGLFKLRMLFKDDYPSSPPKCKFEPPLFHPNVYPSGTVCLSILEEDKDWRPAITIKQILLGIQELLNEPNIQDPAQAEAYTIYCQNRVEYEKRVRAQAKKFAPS
NS3 helicase inh: blocks Hepatitis C virus NS3 helicase unwinding. actives 0.56% (n = 290,000). AID 1800. inhibition, % at 10.9 µM. NS3 helicase DNA unwinding, Cy5 molecular beacon fluorescence;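 active = inhibition above the mean of all tested compounds plus 3 SD, set per campaign, cut at about 35% in these data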;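 also: 0% = DMSO wells and 100% = thioflavine S control wells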
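System: Hepatitis C virus NS3 helicase domain fragment enzyme | Reagent: Annealed dual-labelled DNA beacon duplex, ATP-started | Compound dosing: 10.9 µM single point, 0.8% DMSO | Incubation: 1 h reaction at 25 °C, ATP-initiated | Technique: Cy5 fluorescence | Evaluation: Percent inhibition from t60/t0 fluorescence ratio | Benchmarks: Low DMSO, high thioflavine S at 110 µM | Replication: Singlicate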
An asterisk follows results filed as active; / = not tested or not shown.

Every second line gives: IDE cell inh, FID counter, PfM18AAP inh, SUMO HTRF inh, VIM-2 inh, p-CIP stab down, IMP-1 inh, NS3 helicase inh, IDE cell activ
- CC(C)=C1SC(N2CCN(c3cccc(C(F)(F)F)c3)CC2)=NC1=O
  1.8, -10.1, -6.7, -4.0, -1.3, 6.3, -0.6, -7.0, 1.9
- Cc1cccc(-c2nnc(SCC#N)n2-c2ccccc2)c1
  4.1, -19.4, -12.0, 15.3, -4.1, -8.7, -3.2, 2.8, -1.5
- COc1cc(C(=O)NNC(=O)c2ccc(NC(C)=O)cc2)cc(OC)c1OC
  5.5, -10.7, -6.6, 10.5, 0.3, 2.8, -1.9, -1.4, /
- Cc1ccc(C(=O)COC(=O)CNC(=O)COc2ccccc2C)cc1C
  -2.5, -27.9, -15.9, -0.4, 0.8, -10.0, 1.1, -10.3, 3.3
- CC(C)(C)NC(=O)c1ccccc1NC(=O)c1ccc2c(c1)OCO2
  7.3, -1.2, 1.0, -1.8, -3.7, 12.1, -2.9, 0.4, -1.8
- Cc1c(C(=O)NC2CCCc3ccccc32)oc2ccc(S(=O)(=O)N3CCCCC3)cc12 (stereo unspecified)
  1.0, 0.5, -11.4, -16.1, -3.5, -6.2, -2.5, -1.0, -1.7
- CCCCCCCCC1=NCCc2c1[nH]c1ccccc21
  0.8, 4.9, -9.0, -11.5, -3.4, -5.2, -4.6, -87.9, 4.8
- CCCCCCCCN1C(=O)N(C)C(N(O)C(=O)NC)C1(C)C (stereo unspecified)
  -3.6, -25.5, 11.3, 22.3, -1.5, 0.5, 0.4, -0.2, 1.5
- COc1ccccc1/C=C/c1nc2ccccc2c(=O)o1
  4.0, -7.6, 0.9, /, -0.2, /, 0.8, 8.4, 3.2
- COc1ccc(C2=NN(C(=O)c3ccccc3)C(c3ccc(OC)c(OC)c3)C2)cc1OC (stereo unspecified)
  /, -36.5, -0.6, -3.7, -1.0, -9.8, -2.2, -29.1, 5.8
- COC(=O)Cn1c2ccc(C)cc2c2nc(C)sc21
  5.2, -3.6, 0.9, 53.3, 1.1, 1.5, -1.7, 10.9, -2.0
- CSc1nc(-c2ccccc2)nc(N2CCN(C)CC2)c1C(C)=O
  2.2, 20.3, 2.0, 5.7, 3.2, -7.8, 0.0, -43.3, -1.5
- C=CCSc1nc2c(cnn2-c2ccccc2)c(=O)n1N
  -9.1, -11.5, -4.7, 0.8, -2.2, 14.8, -3.6, 2.7, /
- COc1cc(=O)n2c(n1)SCCC2
  1.6, 1.3, -11.3, -7.6, -4.7, -10.4, -2.5, 7.9, -7.3
- O=C(Cn1c(=O)oc2ccccc21)NCC1COc2ccccc2O1 (stereo unspecified)
  3.1, -10.9, 2.0, -2.8, -1.4, -8.3, -1.3, 4.0, -1.2
- COc1ccccc1C(=O)NCC(=O)NCc1cc(=O)n(C)c(=O)n1C
  -0.7, -6.1, -8.8, 17.0, 1.2, -6.6, -2.3, 7.0, -2.0
- Cc1ccsc1/C=C1\CCc2ccccc2C1=O
  7.0, -4.3, 7.0, 16.2, -3.0, -6.8, -1.5, -1.6, 3.2
- Cc1nn(C)c(Oc2cccc(Cl)c2)c1C=O
  -2.1, -0.4, -4.1, 22.9, -2.0, -10.0, -1.6, 0.7, 2.9
- COC(=O)C1(C)CC1(c1ccccc1)c1ccccc1 (stereo unspecified)
  1.2, -22.4, 3.8, -11.6, -2.9, -5.2, -1.8, 3.5, -2.9
- CN(Cc1ccccc1)C(=O)Cn1c(=O)oc2cc(S(=O)(=O)NCc3ccccc3)ccc21
  -1.4, -19.8, -6.2, -7.9, -2.2, -18.6, -2.2, -7.8, 0.4
- O=C(O)c1ccc(N=NNc2cccc([N+](=O)[O-])c2)cc1
  -1.8, -0.9, 0.3, 15.0, -4.1, -2.1, -2.6, 8.0, 5.1
- c1ccc(-n2cccc2CNC2CCCCC2)cc1
  -12.3, 7.8, -1.1, 4.0, -5.0, 5.8, -2.2, -1.1, /
- CCOC(=O)c1c(C)oc2c1c(C(c1cccnc1)N1CCCCC1)c(O)c1ccccc12 (stereo unspecified)
  8.6, -3.3, -1.8, -14.4, 1.8, 0.0, -1.8, -2.4, -3.4
- CN(C(=O)c1ccccn1)c1nnc(-c2ccccn2)s1
  8.0, -0.4, 4.0, 14.3, -2.8, -4.8, -2.5, 2.1, -0.3
- Cc1ccc(/C=C2\CCC3=C2OC(N)=C(C#N)C3c2ccc(C)cc2)cc1 (stereo unspecified)
  56.4*, -15.2, 2.0, 47.9, 1.0, -111.7, 4.3, 31.8, -43.9
- O=S(=O)(c1ccc(Cl)s1)N1CCN(Cc2ccccc2)CC1
  -2.2, -5.1, -8.9, 15.7, -0.4, -5.5, -1.7, -8.6, -2.9
- CN(C)c1ccc(S(=O)(=O)N(C)C)cc1[N+](=O)[O-]
  3.6, -1.4, 0.8, 6.0, -0.8, -15.1, -0.7, 4.0, -4.7
- CC(C)[C@H](Nc1ncnc2c1oc1ccccc12)C(=O)O
  3.3, -1.6, 3.6, 6.1, -1.8, -1.3, -2.6, 5.0, 7.0
- COc1ccc(CNC(=O)CN2C(=O)c3ccc([N+](=O)[O-])cc3C2=O)cc1
  6.2, 2.2, -1.5, 2.9, -2.8, 4.3, -3.0, 1.2, 6.8
- CC(C)Sc1ncnc2c1cnn2-c1ccccc1
  4.6, -2.5, 0.0, 0.1, -0.3, -1.6, -3.5, -11.4, 1.2
- CCOc1ccc2nc(SCC(=O)Nc3ccc4c(c3)OCO4)sc2c1
  -1.1, -0.2, -10.5, 8.5, -4.6, -7.7, -6.0, -4.0, 1.1
- COc1ccc(Cn2c(=O)[nH]c3cc(C(=O)NCc4ccc5c(c4)OCO5)ccc3c2=O)cc1
  8.4, 1.8, 1.5, /, -1.2, /, -2.7, -1.1, 0.8
- CC1Cc2cc(-c3csc(N)n3)ccc2O1 (stereo unspecified)
  0.2, -6.8, 7.6, -1.5, -3.8, 9.1, -2.9, -0.5, -0.1
- CCOC(=O)C1=C(CCc2ccccc2)NC(=O)NC1c1ccc2ccccc2c1 (stereo unspecified)
  -0.8, -22.2, -1.9, -1.5, -3.0, -0.1, -3.3, -1.0, -3.1
- Cc1ccc(NC(=O)COC(=O)c2ccco2)cc1
  4.7, 5.7, -0.2, 8.8, -5.6, -11.8, -3.2, 2.7, 3.4
- O=C(NCC1CCCO1)c1cnn2c1NC(c1ccccc1)CC2C(F)(F)F (stereo unspecified)
  -5.4, -28.3, -1.7, -1.1, -3.3, -2.1, -1.8, 6.4, -1.6
- Oc1ccc(-c2csc(Nc3ccccn3)n2)cc1O
  1.1, -0.7, 64.0*, 15.1, 0.0, -9.8, -0.7, -4.0, -0.3
- O=C(O)CSc1nnc(-c2ccccc2)c(-c2ccccc2)n1
  8.2, -12.2, -0.9, 7.9, -3.8, 4.8, -3.5, 1.9, -4.8
- CC1(C)NC(=O)N(CC(O)CN(Cc2ccccc2)Cc2ccccc2)C1=O (stereo unspecified)
  4.7, -5.4, 0.3, -14.5, -0.3, 3.5, -2.9, 3.5, 2.3
- Cc1ncc(CN2CCC(n3nccc3NC(=O)c3ccccc3)CC2)s1
  -6.9, -1.6, 2.0, 13.4, -3.2, -2.7, -3.1, -1.8, 0.1
- CCN(CC)S(=O)(=O)c1ccc(N2CCOCC2)c(NC(=O)Cc2ccccc2)c1
  -0.2, -24.8, -2.3, 9.7, -4.8, -4.0, -3.8, -4.9, 5.2
- O=S(=O)(c1ccc(F)c(F)c1)N1CCN(Cc2ccc3c(c2)OCO3)CC1
  2.2, -4.3, -4.8, 24.8, -1.1, -8.2, -2.3, 0.0, 3.2
- Cc1ccccc1Cn1cc(NC(=O)c2nc3ncccn3n2)cn1
  8.8, -1.4, -5.2, 6.0, -4.4, -5.3, -1.2, 5.5, 0.0
- Cc1n[nH]c(C)c1S(=O)(=O)N1CCCC(C(=O)NCc2ccc(F)cc2)C1 (stereo unspecified)
  1.6, -4.2, -4.0, 0.4, 3.4, 2.7, -1.8, 2.9, 6.2
- Cc1ccc(N2C(=O)N(Cc3ccccc3C)c3ccccc3S2(=O)=O)cc1
  -3.1, 4.8, -2.6, -6.7, 1.3, -12.1, -1.1, -2.8, 6.4
- O=C1c2ccc([N+](=O)[O-])cc2C(=O)N1c1ccc(Cl)cn1
  8.5, 2.7, -2.1, 8.8, -3.0, -10.0, -2.7, 9.1, 5.6
- CC(C)(C)OC(=O)N1CCN(C(=O)c2[nH]cnc2C(=O)NCC(=O)OCc2ccccc2)CC1
  2.4, -42.7, -1.5, 13.2, -2.0, -10.9, -4.7, 12.5, -0.6
- COc1ccc(NC(=O)CSc2ccc3nnc(-c4cccnc4)n3n2)c(OC)c1
  0.1, -7.2, 3.7, 13.8, -0.7, -7.7, -3.5, -0.8, 0.3
- CCOc1ccc(-c2nc(S(=O)(=O)c3ccccc3)c(NC)o2)cc1
  1.5, -11.0, 4.2, 13.5, -2.0, -0.8, -1.4, 10.4, 4.0
- O=S(=O)(c1ccc(-c2csc(-c3cccnc3)n2)cc1)N1CCCC1
  3.7, -18.1, -3.6, 8.0, -1.5, 4.9, 1.0, -9.1, 0.7
- NC(=S)Nc1cc2ccccc2c2ccccc12
  -3.5, 1.1, -5.0, 6.2, -6.7, -7.2, 4.1, 1.0, -1.4
- CCOc1cc(CNC2CCCC2)c(Cl)cc1OCC(=O)Nc1ccccc1
  8.9, 26.7, -10.3, -3.6, -4.8, 3.6, -2.2, -2.6, 2.2
- Cc1cccn2c(=O)c3cc(C(=O)NCc4ccco4)c(=N)n(C4CCCCC4)c3nc12
  1.4, -0.5, 17.8, 23.8, 5.7, -11.3, -1.3, -6.6, -2.2
- CC(C)C(=O)Nc1cccc(NC(=S)NC(=O)c2ccc([N+](=O)[O-])cc2)c1
  -2.6, -7.9, 10.6, 15.3, -0.1, 5.7, 0.5, -3.5, -3.4
- O=C(c1ccccc1)c1cc(Cl)ccc1N1C(=O)C=CC1=O
  /, 5.6, -103.6, 21.6, -2.7, -13.8, -3.6, 6.2, -30.5
- C/C(=C\C(=O)c1ccccc1)NNc1nc2ccccc2s1
  -12.7, -7.5, 25.7, -1.2, 3.5, -3.2, 0.2, -5.2, 1.1
- CCOC(=O)Cc1nc2ccccc2n(CC#N)c1=O
  4.2, 3.2, 3.5, -7.4, -3.2, -6.5, -0.8, -3.9, 4.6
- COc1ccc(/C=N/NC(=O)c2cccc([N+](=O)[O-])c2)cc1OC(=O)c1ccccc1
  -2.2, -1.8, -5.4, 3.7, -5.5, -3.0, -1.6, -11.1, 4.3
- O=C(NC1CCOc2ccccc21)C1CCCC1 (stereo unspecified)
  -4.1, -1.0, 2.7, 12.1, -0.9, -10.9, -2.7, 1.8, 8.8
- CC(=O)Nc1ccc(/C=C(\C#N)C(=O)NCc2ccccc2)cc1
  -0.1, -1.4, -1.2, -1.8, -2.6, 7.1, -2.9, -9.0, 1.1
